aSyn UTR inh: MLPCN primary screen, SNCA 5' untranslated region. actives 0.82% (n = 300,000). alpha-synuclein 5'UTR reporter, inhibitor activity. inhibition, % (tested at 7.5 µM); in the data active = inhibition above about 60%;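 also: H4 neuroglioblastoma cells stably carrying SNCA 5'UTR luciferase fusion; 0% = DMSO wells and 100% = positive control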
HSF-1 act: increases HSF-1 driven luciferase reporter signal; AID 504408; activation, % at 9 µM; NIH3T3-HGL HSF-1 luciferase reporter, MG132, 8 h; 100% = twice DMSO control signal; actives 1.7% (n = 300,000);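 active = mean replicate activation of at least 50% with a set share of replicates each reaching 50%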;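 also: 0% = median of the neutral control wells and 100% = twice that signal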
IEC-6 tox: IEC-6 cytotoxicity, counter-screen for KLF5 inhibitors | luminescence viability | inhibition, % at 5 µM | actives 0.78% (n = 290,000) | AID 1825; in the data active = inhibition above about 22%;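 also: 0% = plate median of test compound wells and 100% = cytotoxic reference compound wells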
HSP90 refold inh: blocks HSP90-mediated luciferase refolding in reticulocyte lysate; Rabbit reticulocyte lysate, luciferase refolding luminescence, 3 h; inhibition, % at 5.6 µM; actives 0.91% (n = 290,000); AID 1789;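 active = inhibition above the screen-wide mean plus 3 SD, computed separately per campaign, cut at about 16% in these data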;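 also: 0% = DMSO wells and 100% = 60 µM geldanamycin wells; inhibitors lower the luminescence because luciferase stays unfolded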
Platelet DG rel: modulates dense granule release in human platelets | human platelet-rich plasma, SFLLRN dense granule ATP release, luminescence | inhibition, %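 (compounds screened at 7.5 µM in platelet-rich plasma)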 | actives 0.22% (n = 300,000) | AID 1663;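 active = mean replicate score, as percent of positive control, at or above 50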
KLF5 inhibitor: suppresses KLF5 promoter-driven expression; DLD-1 KLF5 promoter-luciferase reporter, luminescence; inhibition, % at 5 µM; actives 0.23% (n = 290,000); AID 1700;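 active = inhibition above a per-plate limit of that plate's mean compound inhibition plus 3 SD, cut at about 60% in these data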;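 also: 0% = DMSO wells and 100% = LY294002 at 200 µM; higher means less KLF5 promoter-driven luciferase light; inactives centre near -14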
GSK3B inh: inhibitors of human GSK3beta kinase; actives 0.038% (n = 300,000); activity score (negative = inhibition), % at 10 µM; GST-GSK3beta kinase, ADP-Glo luminescence, 60 min; active compounds read low; AID 2097; P49841;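 active = more than half of replicate wells score below -50%, meaning over 50% inhibition versus plate controls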;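 also: 0% = median DMSO wells and -100% = median GW8510 positive control wells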
Target sequence (P49841 whole entry, looked up): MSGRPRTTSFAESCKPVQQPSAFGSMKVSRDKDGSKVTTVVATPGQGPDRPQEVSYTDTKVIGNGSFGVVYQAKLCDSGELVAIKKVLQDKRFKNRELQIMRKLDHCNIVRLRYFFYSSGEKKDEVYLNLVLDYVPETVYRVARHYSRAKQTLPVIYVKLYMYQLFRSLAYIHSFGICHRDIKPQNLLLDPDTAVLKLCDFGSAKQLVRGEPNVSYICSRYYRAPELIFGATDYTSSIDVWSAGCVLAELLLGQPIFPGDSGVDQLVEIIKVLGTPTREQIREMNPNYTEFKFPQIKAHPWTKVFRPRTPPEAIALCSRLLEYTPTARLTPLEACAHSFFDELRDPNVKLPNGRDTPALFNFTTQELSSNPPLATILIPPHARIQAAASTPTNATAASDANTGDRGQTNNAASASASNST
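Test system: GST-fused GSK3beta enzyme, cell-free | Quantity: 1.6 ng GST-GSK3beta enzyme per well | Reagent: 25 µM ATP with peptide substrate | Schedule: 60 min enzyme reaction, room temperature | Signal: Luminescent ADP-Glo measurement of ADP formed | Read-out basis: Score relative to plate controls | Control set: DMSO and 20 µM GW8510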
HSF1 inhib: HSF1 inhibition; actives 0.77% (n = 300,000); AID 2098; NIH3T3-HGL HSE-luciferase, MG132-induced, luminescence 8 h; active compounds read low; activity change, negative = inhibition, % at 7.5 µM (by protocol);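 active = more than half of replicate wells show activity change below -50%, luminescence cut by over half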;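 also: luciferase reports HSF-1 transcriptional activity via heat shock element; 0% = median of DMSO wells and -100% = zero luminescence signal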
GSK3A inh: human GSK-3 alpha kinase inhibition; actives 0.1% (n = 320,000); ADP-Glo luminescence, 60 min; inhibition, % at 10 µM;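 in the data active = inhibition above about 50%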;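 also: GST-tagged GSK-3 alpha with peptide substrate and 25 µM ATP; 0% = DMSO neutral wells and 100% = GW8510 positive control wells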
Target sequence (P49840 whole entry, looked up): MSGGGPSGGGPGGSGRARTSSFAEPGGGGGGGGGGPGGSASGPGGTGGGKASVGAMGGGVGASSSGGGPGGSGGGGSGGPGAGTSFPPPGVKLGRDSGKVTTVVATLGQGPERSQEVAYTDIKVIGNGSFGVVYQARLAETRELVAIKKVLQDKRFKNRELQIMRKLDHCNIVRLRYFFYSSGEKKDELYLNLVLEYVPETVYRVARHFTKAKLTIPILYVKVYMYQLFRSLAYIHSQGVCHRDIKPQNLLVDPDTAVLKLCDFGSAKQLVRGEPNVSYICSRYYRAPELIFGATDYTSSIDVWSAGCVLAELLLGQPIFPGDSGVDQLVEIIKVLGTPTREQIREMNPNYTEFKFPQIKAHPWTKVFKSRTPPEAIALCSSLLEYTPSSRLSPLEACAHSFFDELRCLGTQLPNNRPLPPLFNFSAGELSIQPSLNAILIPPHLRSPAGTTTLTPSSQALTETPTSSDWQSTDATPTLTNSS
DYRK1A inh: blocks rat Dyrk1A kinase activity | Q63470 | ADP-Glo luminescence, NFATc1 peptide | inhibition, % at 12.5 µM | actives 0.43% (n = 310,000); in the data active = inhibition above about 50%;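 also: plate controls were vehicle with enzyme for no effect and no enzyme for full effect; many of its hits are not listed in these tables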
* hit, by the source's call; · = not tested or not shown. Not all compounds are listed; the hit share may differ from the screen's.

SMILES	aSyn UTR inh	HSF-1 act	IEC-6 tox	HSP90 refold inh	Platelet DG rel	KLF5 inhibitor	GSK3B inh	HSF1 inhib	GSK3A inh	DYRK1A inh
CCOc1ccc(OCC(=O)NCCS(=O)(=O)N2CCN(c3ccc(F)cc3)CC2)cc1	-72	5	-6	-4	-9	-15	2	-6	-2	-3
CCOC(=O)C1CCN(Cc2nc3ccc(Cl)cc3n2CCO)CC1	5	-5	4	0	-1	-17	2	0	0	-5
O=C(COC(=O)/C=C/c1cccs1)NC(c1ccccc1)c1ccccc1	2	3	-3	-4	-1	-12	-6	7	0	-13
Cc1c(NS(=O)(=O)c2ccc(Cl)c(C(=O)OC(C)C(=O)NCc3ccco3)c2)c(=O)n(-c2ccccc2)n1C (stereo not drawn)	-8	-2	-11	-3	-3	2	4	1	0	0
COc1cccc(C(=O)Nc2ccc(NC(=O)C3CC=CCC3C(=O)O)cc2)c1 (stereo not drawn)	-10	-64	8	2	-17	-19	-5	-52*	14	7
O=C(OCCCCOC(=O)c1ccccc1)c1ccccc1	2	16	-2	-8	0	-23	2	2	-6	-2
COc1cc(/C=N/NC(=O)c2cccc(NC(=O)c3ccccc3)c2)ccc1O	-5	15	5	-3	0	-23	1	9	1	7
CCN(CC)C(=O)c1sc2c(c1C)c(=O)n(-c1ccc(C)c(C)c1)c(=O)n2CC(=O)NCC1CCCO1 (stereo not drawn)	-15	4	-5	-6	10	-40	2	-12	-3	-5
Cc1ccc(C)c(S(=O)(=O)Nc2cc3c4c(c2)CCC(=O)N4CCC3)c1	18	17	·	·	-6	·	-3	1	-3	2
Cc1ccc(C(=O)NCC(=O)OC(C)C(=O)NC2CCCc3ccccc32)cc1 (stereo not drawn)	-13	-6	·	·	-5	·	5	-1	7	·

Molecules shown so far that contain nitrogen in an aromatic ring (3):
SMILES	aSyn UTR inh	HSF-1 act	IEC-6 tox	HSP90 refold inh	Platelet DG rel	KLF5 inhibitor	GSK3B inh	HSF1 inhib	GSK3A inh	DYRK1A inh
CCOC(=O)C1CCN(Cc2nc3ccc(Cl)cc3n2CCO)CC1	5	-5	4	0	-1	-17	2	0	0	-5
Cc1c(NS(=O)(=O)c2ccc(Cl)c(C(=O)OC(C)C(=O)NCc3ccco3)c2)c(=O)n(-c2ccccc2)n1C (stereo not drawn)	-8	-2	-11	-3	-3	2	4	1	0	0
CCN(CC)C(=O)c1sc2c(c1C)c(=O)n(-c1ccc(C)c(C)c1)c(=O)n2CC(=O)NCC1CCCO1 (stereo not drawn)	-15	4	-5	-6	10	-40	2	-12	-3	-5

(next part)
SMILES	aSyn UTR inh	HSF-1 act	IEC-6 tox	HSP90 refold inh	Platelet DG rel	KLF5 inhibitor	GSK3B inh	HSF1 inhib	GSK3A inh	DYRK1A inh
COc1ccccc1N=Nc1ccc(N)c(C)c1	-9	24	4	-3	3	-115	0	4	-2	12
O=C(COc1ccc(Cl)cc1)N1CCN(C(=O)c2ccccc2F)CC1	15	-8	5	7	-7	-9	0	0	0	-4
O=C(NCC1CCCO1)/C(=C\c1ccccc1F)NC(=O)c1ccccc1 (stereo not drawn)	8	-10	-1	-3	-1	-20	2	0	-2	-3
O=C(Nc1ccc(Cl)cc1)c1cncs1	5	2	6	-2	5	-11	1	1	0	8
COc1ccccc1N1CCN(S(=O)(=O)c2c(C)[nH]c(C)c2C(=O)N2CCCC2)CC1	-9	9	-1	1	-9	6	1	5	-2	-1
Cc1ccnc(NC(=O)CCC(=O)N(CC(=O)NCc2ccccc2)Cc2cccs2)c1	-9	9	-5	2	0	-46	-23	-2	51*	0
O=C(NC1CCCCCC1)c1ccc(OCC2CCCO2)cc1 (stereo not drawn)	-97	-1	-7	0	2	-77	0	-4	·	-5
S=c1[nH]nc(-c2cccnc2)n1/N=C/C=C/c1ccco1	-18	5	3	-1	-6	-11	0	2	4	-2
COc1ccc(/C=N/NC(=O)c2ccc(C)nc2)cc1O	3	-3	1	1	-1	-19	1	-5	-1	-6
Cc1ccc(C(=O)NCCCNC(=O)c2ccco2)cn1	-5	-18	1	0	0	4	0	-8	-2	-1
COc1cccc(C2c3c(oc4ccccc4c3=O)C(=O)N2CCCN2CCOCC2)c1 (stereo not drawn)	-11	-1	0	-4	7	-10	-1	0	·	1
O=C1c2ccccc2S(=O)(=O)c2cc(C(=O)N3CCC(N4CCCC4)CC3)ccc21	17	1	·	·	-1	·	0	-9	2	-2
COc1ccc(-c2nc(=S)c3c(n2Cc2cccnc2)CC(C)(C)OC3)cc1	1	8	2	-1	-8	-3	0	-8	-3	-18
CSc1nsc(SC)c1C(=O)N1CCN(S(=O)(=O)c2ccc(C)cc2)C1C(C)C (stereo not drawn)	-13	26	-1	5	-3	-25	0	13	0	-1
Cc1ccccc1N(Cc1nnc2n1CCCCC2)C(=O)Nc1ccccc1	16	3	-6	-3	-5	15	-5	0	0	-4
N#Cc1c(SCC(=O)O)nc(N2CCCCC2)c2c1CCCC2	0	3	2	2	-2	-17	7	-1	5	5
O=C(Cc1ccc(Cl)cc1)NC1CC1	12	7	7	3	0	0	1	2	-1	2
CC(C)c1c(C(=O)N/N=C/c2ccncc2)nnn1-c1nonc1N	-6	6	6	2	-3	-8	-2	-1	0	-3
CC(NC(=O)c1cn(C(C)c2ccccc2F)nn1)c1ccncc1 (stereo not drawn)	-28	-6	-7	-1	5	-31	-2	-12	-1	-2
Cc1ccc(CCc2nnc(SCC(=O)Nc3cccc(Cl)c3)n2-c2ccccc2)o1	3	29	-5	0	12	-26	1	9	2	-6
O=C(CCC(=O)Nc1ccccc1)NNC(=O)c1cccs1	-6	-13	-6	-4	-1	-21	-4	-5	0	0
COc1ccc(-c2noc(CSc3nc(-c4ccccc4)cc(=O)[nH]3)n2)cc1OC	15	7	-4	-2	28	-26	2	-1	-15	4
Cc1csc(Sc2nc3c(c(=O)[nH]c(=O)n3C)n2Cc2ccccc2Cl)n1	21	6	-8	-2	7	-8	1	-4	-2	3
Cc1ccccc1Nc1nc(N)nc(CN2CCN(C(=O)c3ccccc3)CC2)n1	10	14	-1	3	-10	-16	2	-2	0	·
CN(C(=O)COC(=O)c1cc([N+](=O)[O-])ccc1Cl)c1ccccc1	7	-4	-4	0	-1	-16	4	0	2	-6
COCCNC(=O)CN(C(=O)Cn1nnc2ccccc21)c1ccc(C)c(F)c1	16	0	-2	2	-5	-3	2	-1	-1	2
COc1cc(/C=N/Nc2nc(N3CCCCC3)nc(N3CCCCC3)n2)ccc1OC(=O)c1ccco1	3	29	-8	-7	-5	-23	-22	-1	-1	·
Cc1nc(SCC(=O)c2ccc(F)c(F)c2)[nH]c(=O)c1Oc1ccc(Cl)cc1	8	6	3	1	-27	-29	1	-8	-11	-1
C1=C(CCNc2nnnn2-c2ccccc2)CCCC1	13	6	1	-2	1	-15	-1	4	4	-14
CCCCn1c(N)c(N(CCC(C)C)C(=O)CCN2C(=O)C3CC=CCC3C2=O)c(=O)[nH]c1=O (stereo not drawn)	-5	-2	·	·	-11	·	·	-1	1	9
CS/C(N)=N/N=C/c1c(O)ccc2ccccc12	-175	2	1	0	-1	-28	-10	9	11	13
COc1ccc(Cl)cc1NS(=O)(=O)N1CCOCC1	-10	15	4	0	1	-25	3	4	0	1
CC(NC(=O)CN1C(=O)NC(Cc2ccccc2)(Cc2ccccc2)C1=O)C12CC3CC(CC(C3)C1)C2 (stereo not drawn)	14	13	2	-4	5	-31	3	9	-1	6
CCN(c1ccccc1)S(=O)(=O)c1cccc(C(=O)Nc2ccc(C)cn2)c1	17	-5	0	1	6	-17	-3	0	-1	7
Cn1c(=O)oc2cc(S(=O)(=O)NCCN3CCCCCC3)ccc21	2	-12	-1	2	5	-10	0	-5	-1	-4
CC(=O)N1CC2(C)CN(C(C)=O)CC(C)(C1)C2O (stereo not drawn)	-4	-2	7	3	-2	-26	0	-2	-2	0
COc1ccc(C(=O)Nc2cc(Cl)ccc2OC(=O)c2ccc(OC)cc2)cc1	-158	20	2	-3	2	-37	0	8	-1	33
COc1ccc(N2CCN(C(=O)NC3CCCCC3)CC2)cc1	6	-3	-2	1	-8	-18	-3	0	-2	4
Cn1cc(C(=O)C(=O)N2CCCc3ccccc32)c2ccccc21	3	-5	3	0	1	62	2	10	-4	4
CC(C)[C@H](NS(=O)(=O)c1ccccc1)C(=O)OCC(=O)N1N=C(c2ccc(Cl)cc2)CC1c1ccco1 (stereo partly drawn)	-2	42	0	4	-21	-17	1	9	8	-3
CCN(CC(=O)Nc1c(F)cccc1F)C(=O)c1ccc(N2CCCC2)c([N+](=O)[O-])c1	-1	3	·	·	-1	·	1	-1	-2	-1
Cc1ccc(CNCC(O)c2ccccc2)s1 (stereo not drawn)	-7	5	-3	0	-1	-3	-2	4	3	·
CC(=O)NNc1cc(C)nc(NS(=O)(=O)c2ccc(C)cc2)n1	-4	-19	-7	-2	-1	-31	0	-4	0	-1
Cc1ccc(C(=O)NCC2CCCO2)o1 (stereo not drawn)	14	-14	2	9	-8	12	4	-9	4	-10
CCC(C)NC(=O)C1CCN(S(=O)(=O)c2cccnc2)CC1 (stereo not drawn)	13	-15	2	4	11	0	1	-7	1	3
CCc1nnc(NS(=O)(=O)c2ccc(NC(=S)NC(=O)c3ccncc3)cc2)s1	-8	-7	-8	-3	-3	-20	-2	-1	-3	1
Cc1ccc(-c2nn(-c3ccc(F)cc3)cc2C(=O)NC2CCC(O)CC2)cc1 (stereo not drawn)	3	-7	·	·	19	·	1	0	-2	1
Cc1cccc(C)c1N=C1C(=O)Nc2ccccc21	3	-37	6	3	-4	-32	-3	-20	-2	-3
CC(C)(C)SCCNC(=O)CN(c1ccc(F)c(Cl)c1)S(C)(=O)=O	-6	-3	0	2	-4	12	2	-3	·	-6
CCOc1ccc(C(=O)NCc2ccccc2OC)cc1	-22	10	-7	2	-6	-35	0	3	-1	2
Continuation.
SMILES	aSyn UTR inh	HSF-1 act	IEC-6 tox	HSP90 refold inh	Platelet DG rel	KLF5 inhibitor	GSK3B inh	HSF1 inhib	GSK3A inh	DYRK1A inh
O=C(COC(=O)C1CCC1)NCCc1ccc(Cl)cc1Cl	-3	-6	-4	-2	-8	-31	1	-3	0	-3
CS(=O)(=O)N1CCC(C(=O)O)CC1	2	-8	-2	0	10	-20	4	0	0	1
Cc1nc(N)sc1-c1csc(NCc2ccccc2)n1	-7	23	-1	56*	·	-23	1	3	-2	0
COc1ccccc1C(=O)Nc1nnc(-c2ccc(F)cc2)o1	-19	15	1	0	-15	-36	-3	12	6	5
CC(=O)c1ccc(N2CCN(S(=O)(=O)c3csc(C(N)=O)c3)CC2)cc1	23	22	-3	-3	-14	-39	0	17	1	-2
COc1ccc(N2C(=O)C3CCCN3C2c2ccccc2F)cc1 (stereo not drawn)	-11	-4	0	0	4	-8	-26	1	·	1
O=S(=O)(Nc1cccc(-c2cn3c(n2)SCC3)c1)c1ccccc1	12	-6	-1	-1	-1	2	0	2	-2	-4
CC(=O)N1CCN(Cc2nc3scc(-c4ccccc4)c3c(=O)[nH]2)CC1	17	-6	6	4	-3	-7	3	-3	-2	-2
CC(C)[C@H](NS(=O)(=O)c1ccccc1)C(=O)OCn1nnc2ccccc2c1=O	-24	-7	-4	0	14	-26	-1	-3	2	-6
Cc1cc(C)c2c(N)c(C(=O)NNC(=O)c3ccccc3)sc2n1	-108	9	-3	-5	-3	-161	0	12	-2	4
CC(=O)Nc1ccc2c(c1)C(=O)N(C1CCCCC1)C2=O	19	-6	-1	2	0	-1	1	1	-3	-1

Assay outcomes from PubChem BioAssay.
